Assay outcomes deposited in PubChem BioAssay by several laboratories.
NR2E3 ag-1 = inhibitors of NR2E3-RetCOR corepressor binding, primary screen, NR2E3 agonist project, biochemical, TR-FRET, GST-NR2E3, biotin-RetCOR | Photoreceptor-specific nuclear receptor (Homo sapiens), Q9Y5X4 | 1536-well | inhibition of corepressor binding, % at 4.78 µM | actives 0.12% (n = 320,000) | AID 2300, 2010;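 active = percent inhibition above the cutoff of mean plus 3 SD of all tested compounds, set per screening campaign, cut at about 20% in these data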;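 note: 0% = DMSO wells and 100% = biotin wells as full block of FRET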
Target sequence (Q9Y5X4 whole entry, looked up): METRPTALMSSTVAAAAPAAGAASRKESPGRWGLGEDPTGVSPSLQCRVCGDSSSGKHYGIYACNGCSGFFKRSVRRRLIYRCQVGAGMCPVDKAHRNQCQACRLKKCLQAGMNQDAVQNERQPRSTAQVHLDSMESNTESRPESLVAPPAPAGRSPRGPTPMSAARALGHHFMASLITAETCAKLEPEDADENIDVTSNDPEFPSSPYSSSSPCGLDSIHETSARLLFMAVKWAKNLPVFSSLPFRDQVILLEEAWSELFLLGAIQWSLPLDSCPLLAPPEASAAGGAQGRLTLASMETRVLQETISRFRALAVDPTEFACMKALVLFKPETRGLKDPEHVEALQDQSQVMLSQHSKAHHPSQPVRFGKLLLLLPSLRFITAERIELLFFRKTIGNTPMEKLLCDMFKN
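System: GST-NR2E3 and biotin-RetCOR proteins; probe or stimulus: 7 nM biotin-RetCOR; doses: compound at 4.8 µM, single dose; schedule: Compound–protein incubation for 5 h at 4 °C; detection: time-resolved FRET; read-out: percent inhibition; controls: biotin wells as high control, 0.6% DMSO wells as low control; format: 1536-well plates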
Shn3 3UTR inh = reduction of Shn3 3'UTR firefly luciferase signal, primary screen, Schnurri-3 inhibitor project, cell-based, Clone20 osteoblasts, set 2; Clone20 osteoblast Shn3 3'UTR firefly luciferase, 24 h; inhibition, % at 12.5 µM; actives 0.52% (n = 360,000); AID 588674, 2011;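 active = mean inhibition of at least 75% with every replicate also reaching 75%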;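 note: 0% = median of neutral control wells and 100% = pilot-screen positive control compound; some compounds past the cut are filed as inactive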
Peg3 prom inh = Peg3 promoter-driven luciferase inhibitors, primary screen, cell-based, HeLa, luciferase luminescence. HeLa PEG-Prom luciferase reporter, overnight. actives 1.7% (n = 360,000). inhibition, % at 20 µM;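 active = inhibition of at least 50% at 20 µM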
TROY NFkB inh = inhibitors of TROY-driven NF-kB signaling, primary screen, Q293 LMP1-TROYcd cells, NF-kB luciferase, uHTS. Q293 LMP1-TROYcd NF-kB luciferase reporter, 4 h. inhibition, % at 10 µM. actives 0.98% (n = 360,000);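 active = compounds whose plate-normalised and pattern-corrected inhibition of the luciferase reporter signal at the single screening dose is 50% or more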
TRPM1 prom inh = inhibitors of MITF-dependent TRPM1 promoter reporter, primary screen, cell-based, SK-MEL-5, single point, luciferase. inhibition, % at 12.5 µM. actives 0.83% (n = 330,000). AID 488899, 2010. SK-MEL-5 TRPM1 promoter luciferase, 24 h;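 active = mean inhibition across replicates of 60% or more, whatever share of single replicates reaches that level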; note: values of inactives mirror those of a sister screen read the other way
TWEAK Fn14 block = inhibitors of TWEAK-Fn14 signaling, primary screen, luciferase reporter cells, uHTS; AID 1159606, 2016; TWEAK-stimulated Fn14 reporter cells, luciferase luminescence, 8 h; inhibition, % at 10 µM; actives 2% (n = 360,000); in the data active = inhibition above about 50%
KKLEB cytotox = cytotoxicity in KKLEB CF airway cells, primary screen, cytotoxicity control for CF NF-kB inhibitor project, cell-based, uHTS, fluorescence assay plates; KKLEB CF airway cells viability, ATPlite luminescence, overnight; hits give low values; cells stimulated with P. aeruginosa culture filtrate; activity change (cytotoxicity), % at 5 µM; actives 0.36% (n = 360,000); AID 602141, 2011;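 active = corrected activity change at or below -50% at 5 µM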
TRAIL sens C8 = viability loss with TRAIL in NB7+C8 cells, primary screen, TRAIL sensitizer project, cell-based, ATPlite luminescence | AID 624354, 2012 | actives 1% (n = 360,000) | inhibition (viability loss, TRAIL sensitization), % at 10 µM;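 active = compounds causing at least 50% loss of cell viability in the single-dose screen, relative to plate controls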
NR2E3 ag-2 = NR2E3 agonists in two-hybrid cells, primary screen, cell-based, luminescence, CHO-S, Gal4-NCOR/VP16-NR2E3. Photoreceptor-specific nuclear receptor (Homo sapiens), Q9Y5X4. inhibition of corepressor binding, % at 3.98 µM. actives 0.35% (n = 360,000). luciferase. AID 602229, 2012;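 active = inhibition above the mean of all tested compounds plus 3 SD, cut at about 70% in these data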;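 note: 0% = DMSO with NR2E3 transfected cells and 100% = cells lacking NR2E3 construct; higher means lower luciferase signal from less NR2E3 corepressor binding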
CF NFkB inh = inhibitors of PAF-induced NF-kB signaling, primary screen, cell-based, GFP fluorescence, uHTS; KKLEB NF-kB-GFP reporter, GFP fluorescence overnight; inhibition, % at 5 µM; actives 0.86% (n = 360,000); AID 588850, 2011;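 active = at least 50% inhibition at 5 µM, scaled per plate between neutral and stimulator controls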;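 note: PAF is a Pseudomonas aeruginosa culture filtrate used as stimulus; plate controls were PAF-stimulated DMSO wells for no effect and unstimulated DMSO wells for full effect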
HIF-2a inh = HIF-2a reporter inhibitors, primary screen, luminescence, 786-0 RCC cells. 786-0 RCC cells HIF-2a reporter, luciferase luminescence, overnight. inhibition, % at 18.8 µM. actives 0.72% (n = 360,000);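 active = inhibition of the luminescence signal of 40% or more relative to plate controls, in a single-dose primary screen at 18.75 µM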
* marks the source's active call; other numbers are inactive results. Only part of the results is shown (hit frequency here may not be typical).

Screening Cc1ccc(C)c(N(CC(=O)NCc2ccccc2)C(=O)c2csnn2)c1 returned NR2E3 ag-1 -1, Shn3 3UTR inh -9, Peg3 prom inh 5, TROY NFkB inh 7, TRPM1 prom inh 12, TWEAK Fn14 block -5, KKLEB cytotox 0, TRAIL sens C8 7, NR2E3 ag-2 -5, CF NFkB inh 11 and HIF-2a inh 14.
Screening Oc1ccc(C2=NNC(=NCc3ccc4c(c3)OCO4)SC2)c(O)c1 returned NR2E3 ag-1 -3, Shn3 3UTR inh -12, Peg3 prom inh -77, TROY NFkB inh -16, TRPM1 prom inh -15, TWEAK Fn14 block 0, KKLEB cytotox -10, TRAIL sens C8 -32, NR2E3 ag-2 -65, CF NFkB inh 16 and HIF-2a inh -63.
Screening Cc1ccc(-c2ccc(CN3C(C)C(=O)N(Cc4cn(CC5CCCCC5)nn4)CCS3(=O)=O)cc2)cc1 (stereo not given) returned Shn3 3UTR inh 18, Peg3 prom inh 12, TROY NFkB inh -9, TWEAK Fn14 block -2, KKLEB cytotox -24, TRAIL sens C8 33, NR2E3 ag-2 8, CF NFkB inh 76* and HIF-2a inh -35.
Cc1cccc(N2CCN(C(=S)c3ccccc3)CC2)c1 was read as NR2E3 ag-1 7, Shn3 3UTR inh -12, Peg3 prom inh -4, TROY NFkB inh 8, TRPM1 prom inh 7, TWEAK Fn14 block -6, KKLEB cytotox 2, TRAIL sens C8 -3, NR2E3 ag-2 -5, CF NFkB inh 14 and HIF-2a inh -22.
For COc1ccc(Cn2ccnc2SCC(=O)Nc2ccccc2OC)cc1 the results were NR2E3 ag-1 5, Shn3 3UTR inh -31, Peg3 prom inh -1, TROY NFkB inh 18, TRPM1 prom inh 18, TWEAK Fn14 block -8, KKLEB cytotox 6, TRAIL sens C8 -10, NR2E3 ag-2 -14, CF NFkB inh -15 and HIF-2a inh -3.
Screening CCc1cc(C(=O)Nc2cc(S(=O)(=O)N(C)C)ccc2C)sc1C returned NR2E3 ag-1 -1, Peg3 prom inh 23, TROY NFkB inh 9, TRPM1 prom inh 12, TWEAK Fn14 block -14, KKLEB cytotox -2, TRAIL sens C8 -6, NR2E3 ag-2 -5, CF NFkB inh -2 and HIF-2a inh 24.
CCCCn1c(N)c(N(CC(C)C)C(=O)C2CCCN(C(=O)c3ccc(Cl)cc3)C2)c(=O)[nH]c1=O (stereo not given) was read as NR2E3 ag-1 -1, Shn3 3UTR inh -7, Peg3 prom inh -7, TROY NFkB inh 11, TRPM1 prom inh 1, TWEAK Fn14 block -6, KKLEB cytotox 7, TRAIL sens C8 -6, NR2E3 ag-2 5, CF NFkB inh -12 and HIF-2a inh 3.
Screening CCC(C(=O)NC1CCCC1)N(C(=O)c1snc(C(N)=O)c1N)c1ccc(OC)cc1 (stereo not given) returned NR2E3 ag-1 7, Shn3 3UTR inh -12, Peg3 prom inh 16, TROY NFkB inh 18, TRPM1 prom inh -3, TWEAK Fn14 block 7, KKLEB cytotox -4, TRAIL sens C8 1, NR2E3 ag-2 -10, CF NFkB inh -11 and HIF-2a inh -2.
`COc1ccc2ccn(S(=O)(=O)c3ccccc3)c2c1` gave NR2E3 ag-1 3, Shn3 3UTR inh 3, Peg3 prom inh 26, TROY NFkB inh 2, TRPM1 prom inh 11, TWEAK Fn14 block 13, KKLEB cytotox 0, TRAIL sens C8 -3, NR2E3 ag-2 -33, CF NFkB inh 10 and HIF-2a inh 17.
`NC(=O)COc1ccc(NS(=O)(=O)Cc2ccccc2)cc1` gave NR2E3 ag-1 -3, Shn3 3UTR inh 14, Peg3 prom inh -7, TROY NFkB inh 14, TWEAK Fn14 block -2, KKLEB cytotox -2, TRAIL sens C8 -11, NR2E3 ag-2 -9, CF NFkB inh -6 and HIF-2a inh 7.
O=C(COC(=O)c1cccc(S(=O)(=O)NCc2ccccc2)c1)NC1CC1 was read as Shn3 3UTR inh -22, Peg3 prom inh 0, TROY NFkB inh -2, TRPM1 prom inh 2, TWEAK Fn14 block 6, KKLEB cytotox 2, TRAIL sens C8 -30, NR2E3 ag-2 -6, CF NFkB inh -12 and HIF-2a inh -3.
O=C(CCS(=O)(=O)c1ccc(Br)cc1)N1CCN(c2ccc(Cl)cc2)CC1 was read as NR2E3 ag-1 0, Shn3 3UTR inh 33, Peg3 prom inh 13, TROY NFkB inh 16, TRPM1 prom inh 0, TWEAK Fn14 block 14, KKLEB cytotox 11, TRAIL sens C8 -5, NR2E3 ag-2 -3, CF NFkB inh 6 and HIF-2a inh -5.
Screening Cc1ccc(C2=NNC3(CCOC(C)(C)C3)S2)cc1 (stereo not given) returned NR2E3 ag-1 3, Shn3 3UTR inh -89, Peg3 prom inh -117, TROY NFkB inh -52, TRPM1 prom inh -21, TWEAK Fn14 block -11, KKLEB cytotox 11, TRAIL sens C8 0, NR2E3 ag-2 -91, CF NFkB inh -3 and HIF-2a inh -131.
For Cc1cc(N2CCCC2)c(F)cc1/C=C\[N+](=O)[O-] the results were Shn3 3UTR inh 30, Peg3 prom inh 79*, TROY NFkB inh 6, TRPM1 prom inh 18, TWEAK Fn14 block 19, KKLEB cytotox 3, TRAIL sens C8 -6, NR2E3 ag-2 -5, CF NFkB inh -11 and HIF-2a inh -29.
O=C(Oc1c(-c2ccccc2)c(=O)n2c3c(cccc13)CC2)c1ccco1 was read as NR2E3 ag-1 -2, Shn3 3UTR inh -25, Peg3 prom inh 9, TROY NFkB inh 11, TRPM1 prom inh 12, TWEAK Fn14 block 4, KKLEB cytotox 8, TRAIL sens C8 15, NR2E3 ag-2 -13, CF NFkB inh 22 and HIF-2a inh -3.
`CCOCCCNC(=S)N1CCN(CC)CC1` gave NR2E3 ag-1 -2, Shn3 3UTR inh -6, Peg3 prom inh 18, TROY NFkB inh 16, TRPM1 prom inh -16, TWEAK Fn14 block -3, KKLEB cytotox -20, TRAIL sens C8 -7, NR2E3 ag-2 -21, CF NFkB inh 21 and HIF-2a inh 18.
`COc1ccc(S(=O)(=O)N2CCCC(C(=O)NC3CC3)C2)cc1OC` (stereo not given) gave NR2E3 ag-1 -3, Shn3 3UTR inh 0, Peg3 prom inh 3, TROY NFkB inh -21, TRPM1 prom inh -4, TWEAK Fn14 block -3, KKLEB cytotox 1, TRAIL sens C8 -13, NR2E3 ag-2 -5, CF NFkB inh -15 and HIF-2a inh 14.
For Cc1ccc(S(=O)(=O)NCCCN2CCOCC2)c(C)c1 the results were NR2E3 ag-1 5, Shn3 3UTR inh -11, Peg3 prom inh 17, TROY NFkB inh 5, TRPM1 prom inh 2, TWEAK Fn14 block 4, KKLEB cytotox 4, TRAIL sens C8 -6, NR2E3 ag-2 -8, CF NFkB inh 12 and HIF-2a inh 27.
Screening Cc1cc(C(=O)CSc2nnc(N)s2)c(C)n1-c1c(C)n(C)n(-c2ccccc2)c1=O returned NR2E3 ag-1 -1, Shn3 3UTR inh 2, Peg3 prom inh -4, TROY NFkB inh -15, TRPM1 prom inh -1, TWEAK Fn14 block 0, KKLEB cytotox 4, TRAIL sens C8 4, NR2E3 ag-2 -15, CF NFkB inh 8 and HIF-2a inh 15.
`C=COCCNC(=S)Nc1cccc(Cl)c1` gave NR2E3 ag-1 1, Shn3 3UTR inh -9, Peg3 prom inh 8, TROY NFkB inh -2, TRPM1 prom inh 13, TWEAK Fn14 block 2, KKLEB cytotox 0, TRAIL sens C8 0, NR2E3 ag-2 -14, CF NFkB inh 15 and HIF-2a inh -2.
`COc1ccc(C(=O)N2CCC2(C)C(=O)NC(C)C)c(OC)c1` (stereo not given) gave Shn3 3UTR inh -18, Peg3 prom inh 13, TROY NFkB inh 0, TWEAK Fn14 block -34, KKLEB cytotox -5, TRAIL sens C8 -8, NR2E3 ag-2 -7, CF NFkB inh -2 and HIF-2a inh 7.
`Cc1ccc(CNC(=O)CN2C(=O)NC(C)(c3cccc(Br)c3)C2=O)cc1` (stereo not given) gave NR2E3 ag-1 -2, Shn3 3UTR inh 16, Peg3 prom inh 26, TROY NFkB inh 2, TRPM1 prom inh 13, TWEAK Fn14 block -11, KKLEB cytotox 3, TRAIL sens C8 1, NR2E3 ag-2 9, CF NFkB inh -1 and HIF-2a inh 19.
COc1cccc(CC(NC(C)=O)C(=O)NC2CCN(c3c(Cc4ccccc4)c(C)nc4ncnn34)CC2)c1 (stereo not given) was read as NR2E3 ag-1 -4, Shn3 3UTR inh 3, Peg3 prom inh 9, TROY NFkB inh -2, TRPM1 prom inh 5, TWEAK Fn14 block -15, KKLEB cytotox -2, TRAIL sens C8 -2, NR2E3 ag-2 6, CF NFkB inh -3 and HIF-2a inh 26.
For O=C(CC1SC(N2CCCC2)=NC1=O)Nc1ccc(C(=O)NCCOc2ccccc2F)cc1 (stereo not given) the results were Shn3 3UTR inh -10, Peg3 prom inh -96, TROY NFkB inh -29, TRPM1 prom inh -26, TWEAK Fn14 block -8, KKLEB cytotox 3, TRAIL sens C8 -8, NR2E3 ag-2 -22, CF NFkB inh 8 and HIF-2a inh -78.

Sorted by count of non-hydrogen atoms (smallest number first): three of the compounds above.
`C=COCCNC(=S)Nc1cccc(Cl)c1` gave NR2E3 ag-1 1, Shn3 3UTR inh -9, Peg3 prom inh 8, TROY NFkB inh -2, TRPM1 prom inh 13, TWEAK Fn14 block 2, KKLEB cytotox 0, TRAIL sens C8 0, NR2E3 ag-2 -14, CF NFkB inh 15 and HIF-2a inh -2.
O=C(CCS(=O)(=O)c1ccc(Br)cc1)N1CCN(c2ccc(Cl)cc2)CC1 was read as NR2E3 ag-1 0, Shn3 3UTR inh 33, Peg3 prom inh 13, TROY NFkB inh 16, TRPM1 prom inh 0, TWEAK Fn14 block 14, KKLEB cytotox 11, TRAIL sens C8 -5, NR2E3 ag-2 -3, CF NFkB inh 6 and HIF-2a inh -5.
Screening CCC(C(=O)NC1CCCC1)N(C(=O)c1snc(C(N)=O)c1N)c1ccc(OC)cc1 (stereo not given) returned NR2E3 ag-1 7, Shn3 3UTR inh -12, Peg3 prom inh 16, TROY NFkB inh 18, TRPM1 prom inh -3, TWEAK Fn14 block 7, KKLEB cytotox -4, TRAIL sens C8 1, NR2E3 ag-2 -10, CF NFkB inh -11 and HIF-2a inh -2.
